# Screens as filed in PubChem BioAssay.
# H9c2 TAG inh: inhibitors of triacylglycerol accumulation. H9c2 cells, Nile Red lipid (TAG) fluorescence; cells loaded with 200 µM oleic acid. inhibition, % at 12.5 µM. hit rate 0.66% among 230,000;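 active means pattern-corrected inhibition of lipid staining of at least 50% with the nuclear-stain viability signal not falling by more than 50%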;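 further: 0% = DMSO wells and 100% = triacsin C control wells; some results filed as inactive read as strong as hits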
# H9c2 TAG inh DAPI viability: further read-out of H9c2 TAG inh, marked with its call; DAPI nuclei signal change (viability), lower = more cytotoxic, %;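 whole-well DAPI fluorescence read on a plate reader as a viability signal; minus 50 percent equals half of cells still viable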
# * marks the source's active call; other numbers are inactive results. An excerpt (hit frequency here may not be typical).
SMILES,H9c2 TAG inh,H9c2 TAG inh DAPI viability
Cc1c(NC(=O)COC(=O)CCc2c[nH]c3ccccc23)c(=O)n(-c2ccccc2)n1C,-6,1
COc1ccccc1N(CC(=O)Nc1ccc2c(c1)OCO2)S(=O)(=O)c1ccccc1,-9,-4
Cn1c(NC(=O)c2ccc(Cl)cc2)cc(=O)n(C)c1=O,-25,-9
O=C(CCn1nc(-c2ccc(Cl)cc2)ccc1=O)N1CCN(c2ccccn2)CC1,-1,9
O=C(c1ccccc1-c1nc(-c2ccccc2Cl)no1)N1CCOCC1,-2,-1
CCCN1CCN(CCCNC(=S)Nc2ccc3nc(N4CCN(CC)CC4)cc(C)c3c2)CC1,20,3
CCCCCCn1c(=O)n2n(c1=O)[C@@H]1CN(S(=O)(=O)c3ccc(C)cc3)C[C@]1(O)[C@@H](OC(=O)NCc1ccccc1F)C2,-27,-3
COc1ccc(N(Cc2cc3ccccc3[nH]c2=O)S(=O)(=O)c2ccc(C)cc2)cc1,0,8
CCN(CC)S(=O)(=O)c1cccc(C(=O)NC(C)C(c2cccs2)N2CCCC2)c1 (stereo unspecified),-8,-10
O=C1c2ccccc2C(=O)N1CCCN1C(=O)c2ccccc2C1=O,9,12
COc1cccc(/C=C/C(=O)OCC(=O)NCc2ccco2)c1OC,-16,0
Cc1ccc(NC(=O)Cn2cnc3c(=O)n(C)c(=O)n(C)c32)c(C)c1,-1,9
COc1ccc(S(=O)(=O)N2c3cc(Cl)ccc3Oc3nc4ccccc4nc32)cc1,52*,-25*
OCCCc1cn(CC2CCCCC2)nn1,-6,1
CS(=O)(=O)c1ccc(Nc2nc(C(N)c3ccccc3)cs2)cc1 (stereo unspecified),-7,-11
Cc1ccc(S(=O)(=O)N2CCOCC2)cc1NS(=O)(=O)c1ccc(F)c(F)c1,23,5
O=C(CNC(=O)c1ccc(Cl)cc1Cl)OCCOc1ccccc1,-3,1
CCCSc1ccc([C@H]2N[C@@](C)(C(=O)OC)[C@H]3C(=O)N(C)C(=O)[C@@H]23)cc1,-15,-4
O=C(O)C1CCCCC1C(=O)N1CCN(S(=O)(=O)c2ccc(F)cc2)CC1 (stereo unspecified),8,0
O=C(O)C1C2CCC(C2)C1C(=O)N1CCCC1 (stereo unspecified),7,-21
O=C(NCCCO)c1ccc(CSc2nc3ccccc3c(=O)[nH]2)cc1,-18,17
CCCn1cnc2c(SCc3ccccc3Cl)nc(N)nc21,3,-9
CCOC(=O)C(C)/C(C)=N/NC(=O)c1cc2ccccc2cc1O (stereo unspecified),6,-11
COC(=O)c1ccc(-c2ccc([C@H]3[C@H]4C=CC[C@@H](C)[C@@H]4C(=O)N3Cc3ccccc3)c(F)c2)cc1,-1,-1
Nc1ccc(N2CCCCC2)cc1N1CCCCC1,4,-2
O=c1cc(NCc2ccccc2)nc2ccccn12,18,-5
C=CC[C@@H](CC(=O)N[C@@H](CO)Cc1ccccc1)C(=O)NC[C@@H](OC(=O)[C@@H](CC=C)CC(=O)OC(C)(C)C)c1ccccc1,21,-19
Cc1cc(C(=O)Nc2ccc3c(c2)OCCO3)c(C)o1,12,-10
COc1ccc(/C=C(\NC(=O)c2ccco2)C(=O)NCCc2nc3ccccc3[nH]2)cc1,6,5
CCC1(CC)Cc2ccccc2C2=C(C(=O)N3CCCCC3)C(=O)C(=O)N21,12,10
Brc1ccccc1Cn1c(-c2cncs2)nc2ccccc21,-11,21
Cc1ccc(CN2CC(C(=O)N3CC=C(c4ccccc4)CC3)CC2=O)cc1 (stereo unspecified),18,-7
N/C(=N\OC(=O)Cc1ccccc1[N+](=O)[O-])c1ccc(Br)cc1,3,3
CCNc1nc(NC(C)C)nc(N(n2cnnc2)S(=O)(=O)c2ccc(C)cc2)n1,-3,3
COc1cccc2sc3ccc(C#Cc4ccc(N)cc4)cc3c(=O)c12,28,-2
CC1(C)C(=O)C=C(N2CCCCC2)c2ccccc21,0,0
O=C(OCC(=O)N1CCCc2ccccc21)c1ccc(C(F)(F)F)cc1,6,-13
O=C(CCC1CCCC1)NCc1ccccn1,14,-6
O=C(c1cc(F)c(F)cc1Cl)N1CCOCC1,9,-4
COc1ccc(OC2C(=O)N(c3ccc(C)c(C)c3)C2c2ccc(OC)c(OC)c2)cc1 (stereo unspecified),8,11
C/C(CCC(C)C)=N\NS(=O)(=O)c1ccc(C)c([N+](=O)[O-])c1,6,-11
NC(=O)Nc1cc(Cl)ccc1Cl,6,-2
COc1cc2c(cc1OC)C(C(N)=O)NCC2 (stereo unspecified),1,8
CC(C)COC(=O)c1ccccc1OC(=O)c1ccncc1,16,-15
CSc1ccc(CN(C)C(C)C(=O)NCc2ccccc2)cc1 (stereo unspecified),-10,-1
Cc1ccc(NC(=O)[C@@H]2CCCN2C(=O)c2cccs2)cc1S(=O)(=O)N1CCCCC1,4,-5
O=C(Cn1nnc(-c2ccc3c(c2)OCO3)n1)NCc1ccco1,-19,7
C/C(CC(=O)Nc1ccc(F)cc1)=N\NC(=O)c1ccccn1,-8,9
CC(C)CN(C(=O)COC(=O)c1ccc2c(c1)OCCO2)c1c(N)n(Cc2ccccc2)c(=O)[nH]c1=O,11,-4
Cn1c(=O)c2cc(NC(=O)Nc3ccccc3)ccc2n1Cc1ccccc1,11,18
CCOC(=O)c1c(NC(=O)CSc2nc(C)cc(C)c2C#N)sc(C(C)=O)c1C,30,141
CCCCCCCCCC(=O)N1c2ccccc2NC(=O)C1CC(=O)Nc1ccc(C(=O)O)cc1 (stereo unspecified),-7,-1
OC(c1ccccc1)c1nc(-c2cccc(F)c2)cs1 (stereo unspecified),-6,7
CCOC(=O)CCCn1ncn2c(cc3occc32)c1=O,-29,-1
Oc1c(Cl)cc(Cl)cc1C1=NNC(c2ccc(Cl)cc2)C1 (stereo unspecified),-5,-1
COc1ccc(-c2[nH]ncc2CN2CCN(Cc3cccs3)CC2)c(F)c1,-11,9
CCCn1c(SCC(=O)c2ccc3c(c2)NC(=O)CO3)nc2ccccc21,2,-3
Cc1ccc(NC(=O)c2cc(S(=O)(=O)N3CCOCC3)cs2)cc1,-8,8
COc1ccc(C2(O)CC3CCC(C2)N3c2nc(C)cc(C)c2C#N)cc1 (stereo unspecified),-3,7
O=C(Nc1ccc(Cc2ccncc2)cc1)c1ccc(Cl)c([N+](=O)[O-])c1,1,12

# Three structures out of the list, arranged by molecular weight, highest first.
SMILES,H9c2 TAG inh,H9c2 TAG inh DAPI viability
CC(C)CN(C(=O)COC(=O)c1ccc2c(c1)OCCO2)c1c(N)n(Cc2ccccc2)c(=O)[nH]c1=O,11,-4
CCCn1c(SCC(=O)c2ccc3c(c2)NC(=O)CO3)nc2ccccc21,2,-3
COc1ccc(C2(O)CC3CCC(C2)N3c2nc(C)cc(C)c2C#N)cc1 (stereo unspecified),-3,7

# Next structures follow.
SMILES,H9c2 TAG inh,H9c2 TAG inh DAPI viability
CCCCNc1nc(NC)nc(Cl)c1SC,1,1
CSCCC(NS(=O)(=O)c1ccc(C)cc1)C(=O)N1CC=C(c2ccccc2)CC1 (stereo unspecified),-13,-4
COc1cccc(NC(=O)N(C)C[C@H]2Oc3cc(C#Cc4ccncc4)ccc3S(=O)(=O)N([C@H](C)CO)C[C@H]2C)c1,8,-1
Cn1cc(S(=O)(=O)NCC2CCCO2)c(=O)n(C)c1=O (stereo unspecified),-3,0
COc1ccc(CNC(=O)CCSCc2cccc(Cl)c2)cc1,-6,-4
O=C(CNCc1ccncc1)Nc1cc(S(=O)(=O)N2CCCCC2)ccc1Cl,5,0
O=C(Nc1ccccc1N1CCN(c2ccccc2)CC1)c1ccccc1,-15,-3
Cc1ccc(C)c(N2CCN(C(=O)c3cn(C)c4ccc(S(=O)(=O)N(C)C)cc4c3=O)CC2)c1,-1,-5
Cc1cc(C)nc(/N=C2\NC(=O)CC(C(=O)O)N2c2ccc(C)c(C)c2)n1 (stereo unspecified),10,-10
Nc1sc2c(c1C(=O)NCCc1ccccc1)CCC2,-4,-5
CC(NC(=O)Cc1ccc(F)cc1)c1ccccc1 (stereo unspecified),-6,2
CN1OC[C@@H]2CN(Cc3ccccc3)[C@H](c3cccc(Oc4ccccc4)c3)C[C@@H]21,-23,13
CN(c1ccccc1C(=O)Nc1cccc([N+](=O)[O-])c1)S(=O)(=O)c1ccccc1,-7,2
O=C(Nc1ncc2c(n1)CC(c1ccco1)CC2=O)c1ccccc1 (stereo unspecified),-20,1
COc1cc(/C=N/NC(=O)c2ccc(N(C)S(=O)(=O)c3ccccc3)cc2)cc(OC)c1OC,1,-1
CCCOc1ccccc1C(=O)N1CCNC(=O)C1CC(=O)OC(C)C (stereo unspecified),8,-5
Cc1ccc(-n2nnc3c(=O)n(CC(=O)c4ccccc4)cnc32)cc1,-9,-6
O=C(Nc1ccccn1)c1ccc(Br)c(S(=O)(=O)N2CCCC2)c1,-11,-6
CCN(CC)S(=O)(=O)c1ccc2c(c1)nc(CCC(=O)O)n2CC,6,1
O=C(COc1ccccc1Cl)NNC(=O)c1ccc2nc[nH]c2c1,0,6
CCOC(=O)CSc1nnc2n(Cc3ccccc3)c(=O)c3c4c(sc3n12)CCC4,-14,7
Cc1cc2oc(=O)cc(C)c2cc1NC(=O)CCl,6,3
CC(C)NC(=O)C1(C)CCCN1C(=O)c1cc(C#N)cs1 (stereo unspecified),-7,6
Cc1ccc(S(=O)(=O)N2CCOCC2)cc1NC(=O)COc1cccc(-n2cnnn2)c1,4,0
S=c1[nH]nc(COc2ccccc2)n1/N=C/C=C/c1ccco1,1,0
COc1ccc(CCNC(=O)c2c(C)nn(CC(C)C)c2Cl)cc1,8,5
CN(Cc1ccc(F)cc1)C(=O)CN1C(=O)c2ccccc2S1(=O)=O,-24,4
CSCCNCc1cn(-c2ccc(F)cc2F)nc1-c1ccccc1C,16,7
Nc1ncnc(N)c1NC(=O)c1cc(Cl)c(OCc2ccccc2)c(Cl)c1,-18,5
COc1ccc(-n2nnnc2SCC(=O)Nc2nc3c(s2)CCCC3)cc1,-1,4
O=C1NC(CCc2ccccc2)C(=O)N1CCOc1cccc(Br)c1 (stereo unspecified),-9,1
N#CCC(=O)c1ccccc1Oc1ccc(Cl)cc1,6,-1

# Among those listed so far, these contain fluorine:
SMILES,H9c2 TAG inh,H9c2 TAG inh DAPI viability
CCCCCCn1c(=O)n2n(c1=O)[C@@H]1CN(S(=O)(=O)c3ccc(C)cc3)C[C@]1(O)[C@@H](OC(=O)NCc1ccccc1F)C2,-27,-3
Cc1ccc(S(=O)(=O)N2CCOCC2)cc1NS(=O)(=O)c1ccc(F)c(F)c1,23,5
O=C(O)C1CCCCC1C(=O)N1CCN(S(=O)(=O)c2ccc(F)cc2)CC1 (stereo unspecified),8,0
COC(=O)c1ccc(-c2ccc([C@H]3[C@H]4C=CC[C@@H](C)[C@@H]4C(=O)N3Cc3ccccc3)c(F)c2)cc1,-1,-1
O=C(OCC(=O)N1CCCc2ccccc21)c1ccc(C(F)(F)F)cc1,6,-13
O=C(c1cc(F)c(F)cc1Cl)N1CCOCC1,9,-4
C/C(CC(=O)Nc1ccc(F)cc1)=N\NC(=O)c1ccccn1,-8,9
OC(c1ccccc1)c1nc(-c2cccc(F)c2)cs1 (stereo unspecified),-6,7
COc1ccc(-c2[nH]ncc2CN2CCN(Cc3cccs3)CC2)c(F)c1,-11,9
CC(NC(=O)Cc1ccc(F)cc1)c1ccccc1 (stereo unspecified),-6,2
CN(Cc1ccc(F)cc1)C(=O)CN1C(=O)c2ccccc2S1(=O)=O,-24,4
CSCCNCc1cn(-c2ccc(F)cc2F)nc1-c1ccccc1C,16,7
